CHO-K1 Ca PAM: nonselective calcium activators in parental CHO-K1 cells, primary screen, counter-screen for M1 PAM project, cell-based, Fluo-8 calcium fluorescence, full deck, 1536-well; ATP EC20; 0% at ATP EC20, 100% at ATP max; activation, % at 3 µM; 0.02% of 360,000 active;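 active means activation above the run cutoff, the mean activation of all test compounds plus 3 SD, cut at about 40% in these data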;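 further: peak over basal fluorescence ratio in a 140 s read after ATP addition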
OXTR potentiate: human OXTR potentiators, primary screen, fluorescence, CHO-OTR cells, Fluo-8 calcium; Oxytocin receptor (Homo sapiens), P30559; Fluo-8 calcium fluorescence, potentiator mode; 0% = oxytocin EC15, 100% = EC100; activation, % at 3 µM; 0.061% of 320,000 active;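 active means activation above that plate's cutoff, the mean activation of tested compounds plus 3 SD, cut at about 6.6% in these data, passing the limit was not always enough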;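 further: 100% uses oxytocin at 75 nM as the full agonist control; some results filed as inactive read as strong as hits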
Target sequence (P30559 whole entry, looked up): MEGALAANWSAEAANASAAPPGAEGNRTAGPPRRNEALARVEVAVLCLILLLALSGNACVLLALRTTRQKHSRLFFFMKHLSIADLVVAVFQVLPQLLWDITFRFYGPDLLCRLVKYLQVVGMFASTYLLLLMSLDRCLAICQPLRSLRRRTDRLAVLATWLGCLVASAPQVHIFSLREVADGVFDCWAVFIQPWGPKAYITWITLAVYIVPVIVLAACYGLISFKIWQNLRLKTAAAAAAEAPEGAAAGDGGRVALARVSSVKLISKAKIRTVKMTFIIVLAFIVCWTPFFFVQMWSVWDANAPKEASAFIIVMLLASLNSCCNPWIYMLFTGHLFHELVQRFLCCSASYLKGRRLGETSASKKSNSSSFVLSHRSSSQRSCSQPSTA
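Assay system: CHO cell line stably expressing human OTR. Reagent: EC15 oxytocin agonist. Dosing: single dose, 3.0 µM nominal final compound concentration. Timing: compound 6 min at room temperature before oxytocin, 100 s read. Signal: kinetic Fluo-8 calcium fluorescence. Controls: oxytocin EC15 low and EC100 high.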
CHRM1 antagonist: human M1 muscarinic receptor antagonists, primary screen, CHO-K1 cells, Fluo-8 calcium fluorescence, 1536-well | CHO-K1 hM1, ACh EC80 antagonist | inhibition, % at 3 µM | 1.3% of 360,000 active;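 active means percent inhibition above its own plate's cutoff, namely the mean of that plate's compound wells plus 3 SD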;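 further: peak over basal fluorescence ratio during 140 s after agonist addition; 0% = ACh EC80 plus DMSO and 100% = DMSO alone without agonist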
TAAR1 agonist: human TAAR1 agonists, primary screen, Fluo-8 calcium fluorescence, CHO RD-HGA16 cells; Trace amine-associated receptor 1 (Homo sapiens), Q96RJ0; vehicle wells 0%, saturating PEA agonist 100%; activation, % at 3 µM; 0.99% of 360,000 active; AID 624467, 2012;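 active means activation above the mean activation of all test compounds in the run plus 3 SD, cut at about 38% in these data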
Target sequence (Q96RJ0 whole entry, looked up): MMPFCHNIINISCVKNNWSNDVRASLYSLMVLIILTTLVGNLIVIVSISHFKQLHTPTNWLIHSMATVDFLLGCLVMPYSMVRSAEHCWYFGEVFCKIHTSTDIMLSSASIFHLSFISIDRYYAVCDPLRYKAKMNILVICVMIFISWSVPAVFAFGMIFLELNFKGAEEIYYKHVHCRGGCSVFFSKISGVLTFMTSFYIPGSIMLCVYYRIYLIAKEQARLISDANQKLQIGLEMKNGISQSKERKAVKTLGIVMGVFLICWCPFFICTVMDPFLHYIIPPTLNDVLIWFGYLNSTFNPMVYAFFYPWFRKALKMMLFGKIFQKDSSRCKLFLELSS
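Test system: RD-HGA16 (CHO) cells co-expressing Gα16 and hTAAR1; dosing: one-point dosing at 3 µM (nominal); timing: 17-24 h seeding, 75 min 37 °C dye, 30 min RT; signal: kinetic Fluo-8 calcium fluorescence; read-out basis: % activation relative to PEA EC100 response; controls: DMSO and PEA EC100; replicates: n 1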
CHO parental Ca: ATP-evoked calcium signal inhibitors, parental CHO, primary screen, counter-screen for OX1R antagonist project, cell-based, fluorescence, Fluo-8 calcium dye; parental CHO-K1, ATP-induced calcium, Fluo-8 fluorescence; inhibition, % at 5.6 µM; 0.63% of 330,000 active; AID 463079, 2010;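 active means inhibition above that plate's mean sample inhibition plus 3 SD, cut at about 26% in these data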;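 further: 0% = ATP-challenged DMSO wells and 100% = DMSO wells without ATP; some compounds past the cut are filed as inactive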
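Test system: untransfected parental CHO cell line. Compound: one dose, 5.6 µM nominal. Detection: intracellular calcium via Fluo-8 no-wash fluorescent dye. Measure: % inhibition. Benchmarks: ATP-challenged DMSO wells low, unchallenged DMSO wells high.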
CHO-K1 Ca antag: nonselective inhibitor or artifact in parental CHO-K1 cells; 0.6% of 360,000 active; inhibition, % at 3 µM; AID 602250; ATP-induced calcium, Fluo-8 fluorescence;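 active means inhibition above a per-plate cutoff, the plate's mean sample inhibition plus 3 SD, cut at about 24% in these data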;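 further: 0% = DMSO plus EC80 ATP and 100% = DMSO alone without ATP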
TAAR1 antagonist: human TAAR1 antagonists, primary screen, Fluo-8 calcium fluorescence, CHO RD-HGA16 cells. 1.5% of 360,000 active. inhibition, % at 3 µM. antagonist. Trace amine-associated receptor 1 (Homo sapiens), Q96RJ0. AID 624466, 2012;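 active means inhibition above a per-plate cutoff, the mean inhibition of test compounds on that plate plus 3 SD, cut at about 49% in these data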;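 further: 0% = DMSO plus EC80 beta-PEA response and 100% = DMSO alone without agonist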
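Assay system: RD-HGA16 CHO cells with stable hTAAR1 and Gα16 / Reagent: EC80 β-phenethylamine stimulus / Doses: 3 µM, single point / Timing: dye loading 75 min at 37 °C, then 30 min room temperature / Measured by: Fluo-8 intracellular calcium dye fluorescence, real-time kinetic reads / Controls: vehicle wells and EC80 agonist wells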
M1 ag: human M1 muscarinic receptor agonists, primary screen, Fluo-8 calcium fluorescence, CHO-K1 cells, HTS. CHO-K1 hM1, agonist mode; 0% DMSO, 100% acetylcholine EC100. activation, % at 3 µM. 0.33% of 360,000 active. AID 588814, 2011;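 active means activation above the run's mean compound activation plus 3 SD, cut at about 16% in these data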;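 further: peak over basal fluorescence ratio within a 140 s kinetic read after compound addition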
CHO-K1 Ca ag: counter-screen for M1 agonists: effect in parental CHO-K1 cells; Fluo-8 calcium fluorescence; scaled to maximal ATP response, vehicle zero; activation, % at 3 µM; 0.48% of 360,000 active; in the data active means activation above about 15%;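 further: untransfected CHO-K1 host cells lacking M1 receptor as counterscreen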
* hit, by the source's call; . = no result given.

no.	Structure	CHO-K1 Ca PAM	CHRM1 antagonist	OXTR potentiate	CHO-K1 Ca antag	CHO parental Ca
1	CCn1c(CCNC(=O)c2ccc(Cl)cc2)nnc1SCC(=O)NC1CCCC1	10.2	1.0	-0.2	-39.7	-19.9
2	COc1cc(OC)c2c(-c3cccc(-c4ccc(CO)cc4)c3)cc(=O)oc2c1	10.8	3.5	.	-11.1	-21.0
3	Cc1cc(C)c(C)c(OC(=O)c2sc(Cl)nc2C)c1	14.5	-15.2	-5.6	-7.0	-6.2
4	O=c1cc(CO)oc(C(Nc2ccccn2)c2ccc(C(F)(F)F)cc2)c1O (stereo not drawn)	14.1	-13.8	-7.0	-8.0	-10.5
5	CCCCCCN1C2=NCCCN2c2ccccc21	-15.3	-13.6	-4.5	-4.1	-4.7
6	O=C(COC(=O)CCc1ccccc1)Nc1cc([N+](=O)[O-])ccc1F	11.3	1.6	-10.7	-11.8	-9.7
7	O=C(NCCOCC(F)(F)C(F)F)c1cc(F)c(F)cc1Cl	-5.3	4.3	-8.4	6.7	-4.8
8	O=S(=O)(c1ccccc1)N1CCN(C2CCCCCCC2)CC1	16.5	-18.3	-6.5	-4.6	-6.4
9	Cc1cc(C)cc(C(=O)NC(CC(N)=O)c2ccc(NC3CCCCCC3)c([N+](=O)[O-])c2)c1 (stereo not drawn)	14.4	-16.7	-0.5	-6.9	-5.2
10	Cn1ccc(C(=O)Oc2ccc(C(=O)Nc3ccc(F)cc3F)cc2)n1	4.6	-15.1	-11.2	-12.1	-11.8
11	O=C(Nc1cc(=O)c2ccccc2o1)N1CCOCC1	3.3	31.1*	-12.7	10.5	-22.4
12	CCOC(=O)C(NCCc1ccccc1)(NC(=O)CC)C(F)(F)F (stereo not drawn)	11.8	-10.1	-5.3	-0.1	-10.3
13	c1cc(-c2ccc3[nH]ccc3c2)n2ccnc2c1	6.2	-16.6	.	-11.6	.
14	CCN1C(=O)C(CC(=O)Nc2ccc(OC)cc2)N(CCCN2CCN(c3ccc(OC)cc3)CC2)C1=S (stereo not drawn)	-3.1	6.6	-12.8	-4.8	-2.4
15	CC(C)NC(=O)NC(=O)CSc1nncn1C	22.0	-9.6	-3.5	-13.9	-7.5

no.	TAAR1 antagonist	CHO-K1 Ca ag	TAAR1 agonist	M1 ag
1	13.5	1.1	5.2	-4.3
2	.	0.5	.	-4.0
3	-6.1	-0.1	-0.6	1.5
4	-18.4	0.0	9.5	-0.6
5	-1.9	2.1	3.5	-5.0
6	.	0.5	.	-2.0
7	-16.4	0.2	6.2	-1.5
8	23.8	4.4	5.0	-4.6
9	5.3	-0.2	8.3	0.9
10	-1.5	0.9	6.5	-1.1
11	63.9*	2.6	16.6	1.4
12	51.6*	0.6	94.2*	-3.6
13	3.6	3.5	1.8	-5.5
14	44.6	2.7	14.2	-6.2
15	7.5	0.6	1.8	-5.6

Following part.
no.	Structure	CHO-K1 Ca PAM	CHRM1 antagonist	OXTR potentiate	CHO-K1 Ca antag	CHO parental Ca
16	COc1ccc(S(=O)(=O)Nc2cc(C)c(O)c(S(=O)(=O)c3ccccc3)c2)cc1	12.7	2.9	5.5	-3.6	-10.8
17	O=C1NC(NS(=O)(=O)c2ccccc2)(C(F)(F)F)C(=O)N1c1cccc(Cl)c1 (stereo not drawn)	4.5	-8.7	-9.4	-7.2	9.4
18	COc1ccc(/C=N/NC(=O)c2cccc(NC(=O)c3ccccc3)c2)c(C(=O)O)c1OC	0.0	4.9	-4.7	0.7	-8.1
19	CCOC(=O)C1CCN(C(=O)CCc2c(C)nc3cc(-c4ccc(OC)cc4OC)nn3c2C)CC1	14.5	-13.3	-5.0	1.7	-11.0
20	CCCCn1c(N)c(N(CC)C(=O)C2=NN(c3ccccc3)C(=O)CC2)c(=O)[nH]c1=O	-7.4	-2.6	1.9	-6.9	-10.9
21	O=C(NCCNC(=O)C1CC2CCC1C2)C1CC2CCC1C2 (stereo not drawn)	3.0	-7.9	-16.2	-6.8	-10.8
22	C#CCOCCOCCOCCNc1nc(N2CCOCC2)nc(N2CCN(C(=O)CCCCCCCCCCNC(=O)[C@@H](CCC(=O)O)n3cc(CCCCCN)nn3)CC2)n1	-10.0	8.8	1.5	8.3	4.0
23	COc1ccc(C(C)=O)cc1CC(=O)N(Cc1ccccc1)c1ccccc1	5.4	2.9	-3.5	-1.9	-40.1
24	Cc1ccc(C2(C)NC(=O)N(CC(=O)Nc3ccccc3C(=O)N3CCCCC3)C2=O)cc1 (stereo not drawn)	-14.3	-2.6	-5.6	10.9	-17.1
25	CNC(=S)N1CCC(NC(=O)C(Cc2ccc(F)cc2)NC(C)=O)CC1 (stereo not drawn)	17.3	-10.4	-18.6	-10.5	3.5
26	COc1ccc(CCN2CC(C(=O)NCC(=O)Nc3ccc(F)c(F)c3)CC2=O)cc1OC (stereo not drawn)	-8.4	-4.1	-1.6	5.1	-7.4
27	C=CCNC(=S)NC(=O)c1csc([N+](=O)[O-])c1	-16.5	-24.3	1.6	11.5	-25.7
28	O=C(CN1CCOCC1)NCCNS(=O)(=O)c1ccccc1	4.7	-12.2	9.5	-7.7	-2.0
29	Cc1cccc(C)c1NC(=O)C(=O)NCc1ccccn1	-7.9	-3.6	1.7	22.0	-10.3
30	CCCCn1nnnc1SCC(=O)c1cc(Cl)ccc1OC	22.0	-13.5	-16.1	-17.2	-22.6

no.	TAAR1 antagonist	CHO-K1 Ca ag	TAAR1 agonist	M1 ag
16	10.5	0.3	7.3	-2.3
17	0.3	0.3	0.4	-1.1
18	8.1	1.3	0.6	-7.2
19	-28.5	0.8	1.6	-10.5
20	3.5	0.1	0.5	-0.9
21	3.7	0.2	2.6	4.6
22	-0.6	-0.1	14.6	-0.7
23	19.9	6.8	3.9	-4.9
24	-6.0	0.4	10.0	0.6
25	6.0	0.8	9.9	0.8
26	-10.1	-0.4	0.4	1.9
27	-35.7	0.2	-1.4	-2.8
28	-5.7	1.0	0.5	-0.6
29	12.3	-0.3	10.0	-3.7
30	6.7	-0.2	5.2	-4.5

Reformatted: entries from further up
12. CCOC(=O)C(NCCc1ccccc1)(NC(=O)CC)C(F)(F)F (stereo not drawn)
13. c1cc(-c2ccc3[nH]ccc3c2)n2ccnc2c1
14. CCN1C(=O)C(CC(=O)Nc2ccc(OC)cc2)N(CCCN2CCN(c3ccc(OC)cc3)CC2)C1=S (stereo not drawn)
15. CC(C)NC(=O)NC(=O)CSc1nncn1C
compound no.	12	13	14	15
CHO-K1 Ca PAM	11.8	6.2	-3.1	22.0
CHRM1 antagonist	-10.1	-16.6	6.6	-9.6
OXTR potentiate	-5.3	.	-12.8	-3.5
CHO-K1 Ca antag	-0.1	-11.6	-4.8	-13.9
CHO parental Ca	-10.3	.	-2.4	-7.5
TAAR1 antagonist	51.6*	3.6	44.6	7.5
CHO-K1 Ca ag	0.6	3.5	2.7	0.6
TAAR1 agonist	94.2*	1.8	14.2	1.8
M1 ag	-3.6	-5.5	-6.2	-5.6

Continued:
no.	Structure	CHO-K1 Ca PAM	CHRM1 antagonist	OXTR potentiate	CHO-K1 Ca antag	CHO parental Ca
31	c1ccc(Nc2nnc(-c3cccc4ccccc34)o2)cc1	3.5	-1.3	-11.0	7.6	8.9
32	CCNC(=O)NC(=O)COC(=O)CCCSc1nc2ccccc2s1	16.1	-7.0	3.4	-2.1	-11.7
33	Cc1cccc(N(Cc2ccccc2)C(=O)c2ccccc2S(C)(=O)=O)c1	-9.3	-5.7	-11.5	0.2	-10.1
34	Cc1nn(-c2ccccc2)c(C)c1/C=N/N1CCN(c2ccccc2)CC1	19.6	-4.2	-1.5	-7.1	-22.8
35	Cc1ccc(C)c(C(=O)COC(=O)c2cc([N+](=O)[O-])ccc2NCCO)c1	23.5	10.1	-6.7	-10.7	-4.5
36	COc1ccc(NC(=O)c2cccc3c(Br)cccc23)cc1	6.0	1.0	-12.6	-1.6	-12.5
37	CCC(C)(C(=O)NC1CCCC1)N(C(=O)CC1NC(=O)NC1=O)c1ccc(C)cc1 (stereo not drawn)	-13.5	4.0	-10.2	2.7	-4.4
38	COc1ccc(-c2nc(CN3CCC(C(=O)N4CCOCC4)CC3)c(C)o2)cc1OC	3.5	-3.5	-2.2	-9.3	-13.0
39	Oc1[nH]c2ccc(Br)cc2c1N=NC(=S)NCC1CCCO1 (stereo not drawn)	13.2	-9.9	-5.2	-4.5	-22.7
40	Cc1ccc(/C(N)=N/OC(=O)c2cc(-c3ccccc3)nc3ccccc23)cc1	11.2	-11.0	-3.6	-6.0	3.2
41	Cc1ccc(N2C(=O)C(O)(C(F)(F)F)C3=C2CC(C)(C)CC3=O)cc1 (stereo not drawn)	2.4	8.6	-6.3	1.5	-8.7
42	Cc1cc(C)n2nc(SCC(=O)N3CCCCC3C)nc2n1 (stereo not drawn)	-4.1	3.2	1.8	-9.3	-5.3
43	COc1cc(NC(=O)CN(C)S(=O)(=O)c2ccc3c(c2)CC(C)N3C(C)=O)cc(OC)c1 (stereo not drawn)	13.1	-5.9	-11.4	-17.3	-20.5
44	O=C(CSC1=NCCS1)NCc1ccco1	14.3	-12.7	-6.4	-7.2	-6.4
45	CCCC1(c2ccccc2)NC(=O)N(CC(=O)Nc2cc(OC)cc(OC)c2)C1=O (stereo not drawn)	-6.7	4.1	-13.2	-5.5	-2.9

no.	TAAR1 antagonist	CHO-K1 Ca ag	TAAR1 agonist	M1 ag
31	1.5	13.5	-0.3	-4.6
32	-21.8	2.8	2.3	-8.1
33	0.4	-0.1	-3.5	-2.8
34	.	0.6	.	-5.0
35	37.5	3.9	4.8	-4.9
36	10.9	0.8	0.5	-7.4
37	-15.3	0.5	2.2	-0.9
38	-0.6	0.3	0.0	-2.5
39	-19.8	0.1	-1.4	-3.0
40	-0.7	0.0	-0.3	-2.7
41	-7.6	2.4	-1.0	-10.3
42	-0.5	2.4	17.8	-3.1
43	17.2	1.1	7.5	2.2
44	-12.3	0.4	0.7	-4.0
45	1.4	1.6	11.3	4.1

Screening data (PubChem BioAssay)
